Screening results deposited in PubChem by National Center for Advancing Translational Sciences (NCATS).
FLuc inh = blocks Photinus pyralis firefly luciferase activity | P08659 | 72,000 compounds, 2.2% hits | Potency, µM (top dose mostly 57.1 µM), without a hit: at the top dose activity change, negative = inhibition, most hits filed as inhibitors | purified firefly luciferase, luminescence, 8 min; further: potency means the concentration at half of the fitted maximal effect; on the % scale 0 is the no-effect control and ±100 the full control effect; nearly all actives have a fitted effect of over 40% in size
Target sequence (P08659 whole entry, looked up): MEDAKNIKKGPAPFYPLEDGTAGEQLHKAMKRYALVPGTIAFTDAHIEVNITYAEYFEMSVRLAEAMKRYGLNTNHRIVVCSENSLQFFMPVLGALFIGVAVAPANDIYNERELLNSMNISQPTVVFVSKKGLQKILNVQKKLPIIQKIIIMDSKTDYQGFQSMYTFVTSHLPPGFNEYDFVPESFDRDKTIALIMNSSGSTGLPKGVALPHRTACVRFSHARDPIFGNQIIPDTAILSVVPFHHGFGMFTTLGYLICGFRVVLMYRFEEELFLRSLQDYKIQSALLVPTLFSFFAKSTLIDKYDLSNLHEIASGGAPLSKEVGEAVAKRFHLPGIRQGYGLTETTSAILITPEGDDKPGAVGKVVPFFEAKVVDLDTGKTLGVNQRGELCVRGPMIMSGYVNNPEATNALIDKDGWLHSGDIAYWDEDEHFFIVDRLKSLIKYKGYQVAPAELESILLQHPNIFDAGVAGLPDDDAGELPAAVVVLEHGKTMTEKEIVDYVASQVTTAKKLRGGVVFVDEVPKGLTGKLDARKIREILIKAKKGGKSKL
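Compounds were tested as concentration series (qHTS) against purified P. pyralis luciferase with luciferin and 10 uM ATP in 50 mM imidazole pH 7.2, 50 mM KCl, 7 mM MgCl2, 0.01% Tween 20, 0.05% BSA. Luminescence was read after 8 min at ambient temperature.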
HBB splicing = alters splicing of the hemoglobin beta chain; HBB splicing reporter cell assay, activation; EGFP reporter with mutant IVS2-654 intron; response scale: normalised to 500 nM splice-correcting PNA; Potency, µM (titrated, usually from 46.1 µM), for inactives: at the top dose activation, usual class: activators; 65,000 compounds, 0.06% hits; AID 925; further: potency means the concentration at half of the fitted maximal effect; 0% is about no effect
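HeLa cells stably expressing EGFP interrupted by mutant beta-globin intron 2 (IVS2-654), 500/well in 2% FCS. Treated with compound for 2 days at 37C. Splicing correction scored as total well GFP intensity (488 nm excitation, 500-520 nm emission); 500 nM antisense PNA served as control.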
Epigenetic mod = epigenetic GFP locus derepression in mouse cells | mouse C127i GFP locus derepression, cytometry, 30 h | Potency, µM (highest dose often 46.1 µM), for the others: at the highest dose GFP derepression (activation) | 68,000 compounds, 0.09% hits | AID 597; further: % of control where 0% means no effect
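Derepression screen: silenced CMV-GFP reporter in murine C127i cells, 30 h compound incubation at 37 C, washed cells imaged by laser-scanning cytometer to enumerate GFP-expressing objects of 20 to 120 um.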
ERK AVP inh = blocks ERK signaling stimulated by vasopressin. HEK293-V1b, vasopressin-stimulated pERK AlphaScreen. Potency, µM (doses to about 57.5 µM), for the others: at the highest dose activity, negative = inhibition, actives largely listed as inhibitors. 72,000 compounds, 0.99% hits. AID 995; further: potency means the concentration at half of the fitted maximal effect; on the % scale 0 is the no-effect control and ±100 the full control effect; nearly all actives have a fitted effect of over 55% in size
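HEK293 cells stably expressing V1b receptor, seeded overnight in 1% FBS, were treated with compounds for 30 min at 37C, then stimulated 5 min with 25 nM vasopressin; phospho-ERK read by AlphaScreen SureFire after lysis.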
CRE-bla Fsk = alters forskolin-stimulated CRE reporter signaling in CHO cells; AID 662; 71,000 compounds, 2.5% hits; Potency, µM (doses to about 38.2 µM), for the others: at the top dose activity change, negative = inhibition, hits mostly activators; CHO CRE-bla reporter (cAMP response element driving beta-lactamase), forskolin EC10, beta-lactamase ratio; active means well fitted activation curve with a large enough effect in the signal ratio, with a control signal flat, not every such curve was filed as active; inconclusive means small, poorly fitted or top-dose-only effect, or effect the other way, or a change in a side signal; the % refers to the signal ratio; further: potency means the concentration at half of the fitted maximal effect; % of control where 0% means no effect
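CHO CRE-bla cells, overnight plating in Opti-MEM with 0.5% dialyzed FBS; cpd titration + EC10 NKH 477, 3 h 37 °C; CCF4 2 h RT; ex 405/em 460 vs 530 ratio → %Activity, AC50.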
Hsp90 Hop PPI = changes Hsp90-Hop TPR2A binding signal, up or down | AlphaScreen TPR2A-His6 binding biotin-Hsp90 C-terminal peptide | Potency, µM (top dose mostly 57 µM), for the others: at the highest dose activity change, negative = inhibition | 71,000 compounds, 0.44% hits; active means well fitted curve in either direction with a large enough effect; inconclusive means small, poorly fitted or top-dose-only effect, or another doubt; further: potency means the concentration at half of the fitted maximal effect; on the % scale 0 is the no-effect control and ±100 the full control effect; many of its hits are not listed in these tables
Ub-GFP proteasome = ubiquitin-GFP accumulation via proteasome inhibition | Ubiquitin-GFP reporter cells, proteasome inhibition, GFP fluorescence; response scale: untreated = 0%, 10 µM MG-132 = 100% | 67,000 tested, under 10 active | Potency, µM (series often up to 45.9 µM), for the others: at the highest dose activation (GFP accumulation), usual class: activators; active means well fitted activation curve with a large enough effect, not every such curve was filed as active; inconclusive means small, poorly fitted or top-dose-only effect, or another doubt; inactive means no such curve, though single readings can be large or run the other way; further: potency means the concentration at half of the fitted maximal effect
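U2OS cells stably expressing ubiquitin(G76V)-GFP, seeded overnight in 0.5% FBS medium, were exposed to compounds (qHTS, 46 uM to 2.9 nM) for 4 hr at 37 °C. GFP-positive cells were counted by laser cytometry (488 ex/515 em), normalized between basal and 10 uM MG-132.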
Pol III holo inh = inhibitors of bacterial DNA polymerase III holoenzyme; reconstituted DNA polymerase III holoenzyme replication, biochemical; 71,000 compounds, 0.25% hits; Potency, µM (highest dose often 57.1 µM), inactives show at the top dose activity change, negative = inhibition; AID 603; further: potency means the concentration at half of the fitted maximal effect; on the % scale 0 is the no-effect control and ±100 the full control effect
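Reconstituted *E. coli* holoenzyme (0.35 nM Pol III, 1 nM beta, 154 nM SSB, 2 nM primase) was preincubated with compound for 15 min at RT. Synthesis on 1.4 nM ssM13Gori ran 35 min, then was stopped with PicoGreen/EDTA and read as dsDNA fluorescence.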
HADH2 inhib = blocks human hydroxyacyl-CoA dehydrogenase type II. Q99714. recombinant HADH2, NADH fluorescence, beta-hydroxybutyryl-CoA. Potency, µM (series often up to 57.1 µM), without a hit: top-dose activity change, negative = inhibition, usual class: inhibitors. 73,000 compounds, 3.4% hits; further: potency means the concentration at half of the fitted maximal effect; on the % scale 0 is the no-effect control and ±100 the full control effect; nearly all actives have a fitted effect of over 60% in size; many of its hits are not listed in these tables
Target sequence (Q99714 whole entry, looked up, one chain of several): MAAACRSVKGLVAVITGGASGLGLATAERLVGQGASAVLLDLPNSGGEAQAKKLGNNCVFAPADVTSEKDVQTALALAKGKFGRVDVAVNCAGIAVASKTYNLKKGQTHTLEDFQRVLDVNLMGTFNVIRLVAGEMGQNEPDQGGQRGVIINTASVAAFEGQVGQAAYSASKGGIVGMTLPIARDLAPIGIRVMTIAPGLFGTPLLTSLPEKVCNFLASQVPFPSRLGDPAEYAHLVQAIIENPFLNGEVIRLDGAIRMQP
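E. coli-expressed His-tagged HADH2 tested at 20 nM in alkaline Tris buffer (pH 9.0); oxidation of 90 uM beta-hydroxybutyryl-CoA with 1 mM NAD+ tracked fluorimetrically for 4 min.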
15-hLO inh = inhibitors of human 15-lipoxygenase (ALOX15) | P16050 | purified 15hLO-1, xylenol orange hydroperoxide absorbance | Potency, µM (series often up to 57.1 µM), without a hit: at the top dose activity change, negative = inhibition, hits mostly inhibitors | 74,000 compounds, 1.4% hits | AID 887; further: potency means the concentration at half of the fitted maximal effect; on the % scale 0 is the no-effect control and ±100 the full control effect; nearly all actives have a fitted effect of over 55% in size
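Purified human 15hLO-1 (40 nM) in 25 mM Hepes pH 7.5, 0.01% Triton X-100, preincubated 15 min RT with compound, then 50 uM arachidonic acid for 6 min. Hydroperoxide read by ferrous/xylenol orange, 30 min; 573/405 nm absorbance ratio gave progress.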
Tau filament bind = binds recombinant human tau filaments. P10636. recombinant tau filaments, thioflavin S fluorescence, 15 h; filaments grown with octadecylsulfate alongside compound. Potency, µM (titrated, usually from 57.1 µM), for inactives: at the top dose activity change, negative = inhibition. 71,000 compounds, 2% hits. AID 596;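 further: potency means the concentration at half of the fitted maximal effect; on the % scale 0 is the no-effect control and ±100 the full control effect; actives lower thioflavin S fluorescence by blocking filaments or displacing dye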
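Thioflavine S fluorescence (ex 450, em 510 nm) reports filaments formed from 1 uM human tau plus 30 uM ODS over 15 h at 37 C (10 mM HEPES pH 7.4, 100 mM NaCl, 5 mM DTT); compounds displacing dye or blocking filaments lower signal.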
* = called active by the depositor; ? = inconclusive; · = not tested or not shown; & = joins results of further samples; [ ] = dose if it differs, or a comment. Unless noted, the call rests on the fitted dose curve; in most records, active means well fitted curve in the direction sought with a large enough effect; inconclusive means small, poorly fitted or top-dose-only effect, or another doubt; inactive means no such curve, though single readings can be large; an effect the other way counts as inactive or inconclusive.

Screens in order: FLuc inh, HBB splicing, Epigenetic mod, ERK AVP inh, CRE-bla Fsk, Hsp90 Hop PPI, Ub-GFP proteasome, Pol III holo inh, HADH2 inhib, 15-hLO inh, Tau filament bind
1. O=C(CCn1c(=O)oc2ccccc21)Nc1cccc(Cl)c1
→ 1.2%, -1.3%, ·, ·, -3.6%, 3.3%, 5.9%, 4.2%, -5.8%, -8.1%, 34.0%
2. CCOC(=O)CNc1nc(OCC#N)nc(N2CCOCC2)n1
→ 3.6%, -0.5%, 2.3%, 12.2%, 6.1%, -1.1%, 7.5%, 2.1%, 5.4%, -4.6%, 4.8%
3. CCCc1cc(=O)[nH]c(SCC)n1
→ -3.1%, -0.3%, -2.9%, 8.6%, ?, 10.8%, -14.6%, -5.4%, 3.2%, -0.9%, -3.0%
4. Cc1cc(C)cc(OCC(=O)NCCN2CCOCC2)c1
→ 1.2%, ·, 1.0%, 2.5%, 0.0%, -0.3%, 0.1%, 1.2%, 2.3%, 4.8%, -9.3%
5. Cc1cc(NC(=O)CSc2nc(C3CCCCC3)nc3ccccc23)no1
→ 3.6%, 0.1%[57.5 µM], 3.8%, -29.8%, -4.6%, 4.4%, 4.0%, -2.7%, 9.4%, -8.7%, 14.8%
6. Cc1ccc(NC(=O)COC(=O)Cn2c(C)csc2=O)cc1
→ 0.0%, -0.1%, 1.2%, 14.1%, 11.3%, 2.8%, -12.9%, -5.2%, 1.6%, -0.3%, 14.7%
7. Cc1cccc(-n2c(O)c(C=Nc3c(C)n(C)n(-c4ccccc4)c3=O)c3ccccc3c2=O)n1
→ 3.5%, -2.4%, 0.1%, -3.6%, -1.7%, -2.8%, -1.8%, 2.6%, 2.1%, -8.8%, 19.4%
8. CCCCOC(=O)n1ccc(C(=O)Nc2ccccc2OC)n1
→ 0.8%, 0.3%, -2.2%, -18.1%, 3.1%, 3.0%, 3.7%, -4.0%, 4.1%, ?, 3.7%
9. Cc1cc(C)n(-c2nnc(C)n2NS(=O)(=O)c2ccc(F)cc2)n1
→ 0.3%, -1.6%, 2.1%, 1.9%, -5.6%, -9.7%, -3.0%, 1.2%, -6.2%, 5.2%, 2.2%
10. CCOC(=O)C1(CCSC)NC(c2ccco2)C2C(=O)N(C)C(=O)C21 (centres undefined)
→ -1.4%, ·, -1.3%, -4.3%, 0.7%, -1.1%, 1.7%, -3.2%, -8.1%, -9.7%, 13.8%
11. Cc1cccc(N(CC(=O)Nc2c(C)n(C)n(-c3ccccc3)c2=O)S(C)(=O)=O)c1C
→ 2.7%, -2.9%[0.0738 µM], -3.6%, -18.9%, ?, -5.3%[11 µM], 11.9%[9.17 µM], -2.9%[11.4 µM], 2.5%[11.4 µM], 3.5%[11.4 µM], 0.8%[11.4 µM]
12. CCOC(=O)c1sc(NC(=O)c2cccs2)cc1C
→ 2µM*, 0.0%[57.5 µM], -0.2%, 16.5%, ?, 1.3%, 6.7%, 0.4%, 31.6µM*, 3.5%, 3.6%
13. O=C(NCC(c1cccs1)N1CCOCC1)c1ccc(Cl)s1 (centres undefined)
→ 0.7%, 2.3%[0.369 µM], 2.1%, -3.7%, -14.4%, -2.3%, ·, -8.7%, 1.1%, -10.7%, -4.6%
14. Cc1ccc(S(=O)(=O)C2(C(=O)N3CCCC(C)C3)CC2)cc1 (centres undefined)
→ -0.6%, -0.9%, 2.2%, 11.0%, -0.8%, -5.5%, -11.1%, -0.4%, 6.8%, 21.8%, 6.3%
15. O=C(CCCn1c(=O)oc2ccccc21)N1CCc2ccccc2C1
→ 0.9%, -2.7%, 2.6%, ?, -10.0%, -4.8%, 1.7%, -8.2%, 0.3%, -17.4%, -0.7%
16. CCOC(=O)c1ccc(N2C(=O)C(O)=C(C(C)=O)C2c2ccc(O)c(OC)c2)cc1 (centres undefined)
→ 3.9%, 1.0%[1.84 µM], -2.0%, -10.3%, ?, -3.9%, -14.0%, -0.3%, -27.0%, 17.7%, 0.6%
17. Cc1cc(C)nc(/N=C2\NC(=O)CC(C(=O)O)N2CCc2c[nH]c3ccccc23)n1 (centres undefined)
→ -0.3%, -0.2%, 4.2%, ?, -8.5%, ?, 3.0%, -14.4%, -9.7%, ?, 18.0%
18. CCCC1(C(=O)O)NC(c2ccccc2O)C2C(=O)N(Cc3ccccc3)C(=O)C21 (centres undefined)
→ 0.0%, -0.7%, ·, ·, -5.3%, -1.7%, 0.0%, -2.3%, 1.1%, -2.3%, -5.6%
19. CC1(C)S[C@@H]2[C@H](NC(=O)[C@H](C(=O)O)c3ccsc3)C(=O)N2[C@H]1C(=O)O
→ -1.9%&-0.4%[25.5 µM], -0.8%[20.6 µM], -3.8%&3.4%[20.6 µM], -10.9%[25.7 µM], -4.2%[17.1 µM], 2.8%[26 µM], 5.9%[20.5 µM], -2.4%[25.6 µM], -1.3%[25.6 µM], 2.3%[25.6 µM], -4.0%[25.6 µM]
20. COc1cc2c(cc1NC(=O)CCCN1C(=O)CCC1=O)oc1ccccc12
→ -4.4%, -0.7%, -1.6%, -19.8%, 7.2%, -2.7%, -2.4%, 1.1%, 19.6%, -3.3%, -22.3%
21. CCC(C)NC(=O)CC(NS(=O)(=O)c1ccc(Cl)cc1)c1ccco1 (centres undefined)
→ -2.9%, -0.8%, 2.9%, 9.7%, ?, 0.1%, 1.3%, 1.5%, 1.9%, -11.4%, -4.7%
22. CCc1cccc2c3c([nH]c12)[C@@](CC)(CC(=O)O)OCC3
→ 2.7%[25.5 µM], 0.0%[20.6 µM], 0.5%[20.6 µM], -6.1%[25.7 µM], 6.7%[17.1 µM], -10.4%[26 µM], 2.1%[20.5 µM], 1.2%[25.6 µM], -5.1%[25.6 µM], 9.2%[25.6 µM], 6.9%[25.6 µM]
23. COCCc1nnc(NC(=O)Cc2ccccc2)s1
→ 4.1%, 0.8%, 3.6%, -0.1%, -6.5%, -3.0%, -2.9%, -4.1%, 4.2%, -1.8%, -7.7%
24. CCSc1nnc(Cn2c(=O)sc3ccccc32)n1-c1ccc(OC)cc1
→ 1.1%, -0.3%, -4.5%, -11.0%, -6.5%, -3.1%, 3.3%, 2.4%, -18.8%, -3.9%, -11.5%
25. [N-]=[N+]=N[C@@H]1[C@H](O)[C@H](CO)O[C@@H]1n1cnc2c(N)ncnc21
→ 4.2%[11.4 µM], 2.8%[9.22 µM], 2.2%[9.22 µM], 6.8%[11.5 µM], 2.9%[7.6 µM], -0.9%[11 µM], -6.7%[9.17 µM], -7.2%[11.4 µM], 13.0%[11.4 µM], 0.2%[11.4 µM], -3.6%[11.4 µM]
26. Cc1cn(COC/C=C/c2ccccc2)c(=O)[nH]c1=O
→ 3.1%, 1.4%, -0.8%, 4.0%, -2.7%, -1.5%, -0.4%, -7.6%, 1.8%, 13.7%, 1.2%
27. O=C(NC1CCCCC1NC(=O)c1cccs1)c1cccs1 (centres undefined)
→ 4.1%, -0.5%, 2.1%, 19.8%, -3.1%, -3.4%, -1.3%, -5.7%, 10.0%, -7.1%, 0.2%
28. COc1cc2[nH]c(=O)n(CCC(=O)N3CCN(c4cccc(C)c4C)CC3)c(=O)c2cc1OC
→ -0.1%, -0.3%, 5.5%, 12.7%, -2.5%, -8.3%, 7.4%, 2.0%, ?, -2.0%, 13.3%
29. Nn1c(SCc2nc3ccccc3[nH]2)nnc1-c1cccnc1
→ 1.6%, 2.4%, 4.4%, -0.7%, 4.4%, -1.6%, -3.5%, -3.7%, -5.1%, 8.6%, 4.4%

An excerpt; the hit share may differ from the screen's.
